From PubChem
Tb PFK inh – blocks T. brucei phosphofructokinase; O15648; T. brucei PFK, ADP-Glo luminescence; Potency, µM (series often up to 57.5 µM), for inactives: at the top dose activity, negative = inhibition, usual class: inhibitors; 0.17% of 330,000 active; AID 485367;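 note: potency is the fitted concentration of half-maximal effect; 0% = uninhibited 1x PFK enzyme wells and -100% = no-enzyme wells; nearly all actives have a fitted effect of over 60% in size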
Target sequence (O15648 whole entry, looked up): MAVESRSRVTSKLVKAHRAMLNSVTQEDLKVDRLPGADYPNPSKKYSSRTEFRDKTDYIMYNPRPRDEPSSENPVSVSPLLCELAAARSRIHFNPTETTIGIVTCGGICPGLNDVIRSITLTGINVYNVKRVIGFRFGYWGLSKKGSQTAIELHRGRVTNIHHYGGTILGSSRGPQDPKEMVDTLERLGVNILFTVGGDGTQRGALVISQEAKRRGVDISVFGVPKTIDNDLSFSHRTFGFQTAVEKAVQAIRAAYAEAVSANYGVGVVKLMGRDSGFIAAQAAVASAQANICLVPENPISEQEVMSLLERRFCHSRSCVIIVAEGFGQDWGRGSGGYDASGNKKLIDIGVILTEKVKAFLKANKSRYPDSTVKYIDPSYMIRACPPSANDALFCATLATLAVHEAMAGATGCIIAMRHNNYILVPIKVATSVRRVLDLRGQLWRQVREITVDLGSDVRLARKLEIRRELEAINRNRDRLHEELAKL
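Luminescent ADP detection (ADP-Glo, two-step: ATP depletion then ADP-to-ATP conversion for luciferase) reported PFK activity after 45 min room-temperature reaction of 1.25 nM enzyme with 0.5 mM F6P and 0.1 mM ATP at pH 8.0.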
TCR activator – activators of T cell receptors. 330,000 tested, under 10 active. AID 504894. Potency, µM (top dose mostly 9.22 µM), inactives show at the top dose activation of IL-2 secretion, hits mostly activators. primary human leukocytes, anti-CD3, IL-2 HTRF, 48 h; note: % of control where 0% means no effect
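TCR engagement came from a-CD3 beads alone, with compounds added to primary human leukocytes for 48 hr. Secreted IL-2 bridged europium cryptate- and d2-labelled anti-IL-2 antibodies, giving FRET emission at 665nm after 320nm excitation.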
Chronic BCR inh – chronic active BCR signaling inhibition | ABC-DLBCL IkBa-CBG/CBR reporter, luminescence ratio, 4 h | Potency, µM (series often up to 46.1 µM), for the others: at the highest dose ratio change, negative = lower green/red ratio, hits mostly inhibitors | 0.05% of 340,000 active | AID 493014; active = well fitted inhibition curve with a large enough effect in the signal ratio, with a control signal flat, not every such curve was filed as active; inconclusive = small, poorly fitted or top-dose-only effect, or effect the other way, or a change in a side signal; the % refers to the signal ratio;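 note: potency is the fitted concentration of half-maximal effect; plate controls were basal doxycycline-induced cells for no effect and cells given 10 µM MG132 for full effect; MG132 reads +100%, hits lower the ratio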
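TMD8 ABC-DLBCL cells carrying doxycycline-inducible green luciferase fused to IkappaBalpha plus unfused red luciferase were exposed to compounds (up to 46 uM) for 4 hrs at 37C. Activity came from the overlap-corrected green/red luminescence ratio.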
FBPA coupling cs – inhibits coupling enzyme system, counter-screen for aldolase hits | coupling enzyme system counterscreen, AmpLite Red fluorescence | activity change, negative = inhibition, % at 58.2 µM, hits read low | 0.67% of 290,000 active; in the data active = activity change below about -30%; note: % is set by controls: 0 for no effect and ±100 for the full control effect
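Final compound at 57.5 uM, incubated 10 min at RT with coupling enzyme reagent (glyceraldehyde-3-phosphate), then 20 min with substrate and AmpLite Red detection. Fluorescence read at 525/598 nm; tests interference with the coupling assay, not aldolase inhibition.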
Giardia kill – Giardia lamblia killing | Giardia lamblia trophozoite viability | activity change, % at 7.66 µM, hits read low | 0.15% of 340,000 active | AID 540267; in the data active = activity change below about -80%; inconclusive = between about -30% and that limit;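 note: parasites exposed to compound for two days anaerobically before the ATP read; % is set by controls: 0 for no effect and ±100 for the full control effect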
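Viability, read as ATP luminescence: trophozoites at 100 cells/well, compound added, 48 hrs anaerobic at 37 deg C, then 15-30 min room-temperature development before reading.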
CXXC DNA block – inhibitors of human MLL CXXC domain-DNA interaction; MLL-CXXC / FITC-HOXA9 DNA fluorescence polarization; AID 2662; 0.037% of 290,000 active; Potency, µM (titrated, usually from 115 µM), without a hit: top-dose activity change, negative = inhibition, actives largely listed as inhibitors; Q03164; active = well fitted inhibition curve with a large enough effect in the polarisation, with a control signal flat, not every such curve was filed as active; inconclusive = small, poorly fitted or top-dose-only effect, or effect the other way, or a change in a side signal; inactive = no such curve, though single readings can be large or run the other way; the % refers to the polarisation; note: potency is the fitted concentration of half-maximal effect
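Steps: dispense CXXC domain solution (7 uM) → pin compounds or unlabeled HOX-A9 DNA control → 5 min ambient → add FLSN-HOX-A9 solution (50 nM) → spin → 30 min ambient → fluorescence polarization. Tris pH 7.5/NaCl/DTT/BSA buffer.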
KCNH2 WT inh – inhibitors of human wildtype KCNH2 potassium channel | Q12809 | U2OS, BacMam KCNH2, thallium flux FluxOr; hits give low values | activity change, % at 1.84 µM | 0.37% of 340,000 active;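 active = maximum activity change below -70%; inconclusive = maximum activity change between -70% and -50%; inactive = maximum activity change above -50%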; note: % is set by controls: 0 for no effect and ±100 for the full control effect
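U2OS cells were transduced with wild-type KCNH2 virus (2.03 x 10^8 / mL) for 4 h at room temperature, then cultured overnight at 37 C. Thallium flux was read with FluxOr dye. Rate constants were normalized to DMSO controls.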
A-T KAP1 phos – candidate therapy for ataxia-telangiectasia. […] A-T fibroblasts, KAP-1 phosphorylation AlphaLISA; neocarzinostatin DNA damage 30 min before lysis. 0.19% of 320,000 active. Potency, µM (series often up to 57.5 µM), without a hit: top-dose activation, usual class: activators; note: potency is the fitted concentration of half-maximal effect; % of control where 0% means no effect; nearly all actives have a fitted effect of over 45% in size
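hTERT-immortalized A-T patient fibroblasts ([…]), 500 cells/well in OPTI-MEM, 1% FBS, got compounds for 60 min, then NCS for 30 min at 37C. Lysates were then assayed for phospho-KAP-1 by AlphaLISA (anti-pKAP1 donor, anti-KAP1 acceptor beads), 6 hr at 25C.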
GALK inh – inhibitors of human galactokinase; 0.007% of 270,000 active; Potency, µM (top dose mostly 57.5 µM), inactives show at the highest dose activity change, negative = inhibition, usual class: inhibitors; Purified GALK, Kinase-Glo residual ATP luminescence; P51570; note: potency is the fitted concentration of half-maximal effect; % is set by controls: 0 for no effect and ±100 for the full control effect
Target sequence (P51570 whole entry, looked up): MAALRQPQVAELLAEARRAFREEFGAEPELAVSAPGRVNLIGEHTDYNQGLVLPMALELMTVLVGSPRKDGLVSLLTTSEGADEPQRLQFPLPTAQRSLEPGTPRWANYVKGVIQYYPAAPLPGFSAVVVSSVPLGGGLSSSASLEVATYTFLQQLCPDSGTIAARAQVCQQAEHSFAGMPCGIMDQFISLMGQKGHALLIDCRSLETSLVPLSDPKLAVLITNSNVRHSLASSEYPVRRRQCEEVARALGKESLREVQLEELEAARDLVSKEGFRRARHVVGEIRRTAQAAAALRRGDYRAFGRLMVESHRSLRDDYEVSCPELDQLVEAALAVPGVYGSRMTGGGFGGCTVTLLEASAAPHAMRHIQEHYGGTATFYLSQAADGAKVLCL
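Quantitative HTS: GALK 5 nM, ATP 35 uM, galactose 100 uM, 1 h room temperature, then luciferase-based ATP detection.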
TSHR antagonist – blocks TSH signaling through the human TSH receptor; P16473; TSHR-expressing cells, TSH-stimulated cAMP HTRF, 2 h; hits give low values; activity change, negative = inhibition, % at 11.5 µM; 0.2% of 330,000 active; AID 504810;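 active = activity change below a set negative limit, meaning inhibition stronger than a set level, cut at about -70% in these data; inconclusive = activity change between two set negative limits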; note: % is set by controls: 0 for no effect and ±100 for the full control effect
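Antagonism was scored as loss of TSH-driven cAMP in TSHR cells, stimulated with 4nM TSH (EC80) for 2 hours at 37 deg C and detected by homogeneous HTRF competition immunoassay.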
* = called active by the depositor; ? = inconclusive; . = not tested or not shown; [ ] = remark or other dose. Unless noted, calls come from the whole dose curve; as a rule, active = well fitted curve in the direction sought with a large enough effect; inconclusive = small, poorly fitted or top-dose-only effect, or another doubt; inactive = no such curve, though single readings can be large; an effect the other way counts as inactive or inconclusive. Outcome played no part in choosing rows. About 1.6% of those tested had a hit in this group.

SMILES | Tb PFK inh | TCR activator | Chronic BCR inh | FBPA coupling cs | Giardia kill | CXXC DNA block | KCNH2 WT inh | A-T KAP1 phos | GALK inh | TSHR antagonist
Cc1ccc(S(=O)(=O)N2CCOCC2)cc1NC(=O)CSc1nnc(C2CC2)n1C1CC1 | -2.8% | -1.7% | 0.7% | . | -12.6 | . | 1.8 | -4.1% | . | 4.5
COc1ccc2c(c1)c(C(=O)OCCN(C)C)c(C)n2C | 8.7% | 1.8% | ? | -2.3 | -2.8 | 20.4% | -0.3 | 4.8% | -2.7% | 2.5
CCOC(=O)Cc1csc(NC(=O)c2cc(C)c(C)s2)n1 | -6.1% | -3.1% | ? | . | -24.9 | . | -1.5 | 0.6% | . | -23.4
COc1cc2ccccc2cc1C(=O)NCCCN1CCOCC1 | 3.9% | -7.5% | -0.3% | . | -20.0 | . | 7.4 | 5.2% | . | 1.1
S=c1[nH]nc(-c2ccc(Br)cc2)n1-c1ccc2c(c1)OCCO2 | 1.6% | -0.9% | -12.4% | 0.9 | -11.4 | 3.0% | -6.6 | 1.3% | -4.6% | -13.4
Cc1cc(OC(C)C(=O)N/N=C/CC(C)c2ccccc2)ccc1Cl (stereo not given) | 0.8% | 4.3% | ? | 1.0 | 41.8[activator] | 2.8% | -5.5 | -2.4% | -1.9% | 7.5
O=C(CN1C(=O)COc2ccccc21)NCc1ccc(C(=O)O)cc1 | -6.0% | 1.3% | 4.0% | 2.7 | 9.9 | -17.8% | -17.0 | . | 1.9% | 17.0
CC(C)c1ccc(NC(=O)c2cc(S(=O)(=O)N3CCCC3)c[nH]2)cc1 | -1.4% | 1.5% | -4.3% | -2.2 | 37.1[activator] | -4.3% | 10.3 | -1.0% | . | 14.0
CSc1nsc(/C=C/Nc2ccc(F)cc2)c1C#N | 1.3% | -1.4% | ? | -19.4 | 28.6 | 31.2%[activator] | 1.8 | -1.4% | 10.8% | 4.1
COC(=O)c1cccc(-n2sc3ccccc3c2=O)c1 | 6.75µM* | 0.2% | ? | . | 4.7 | . | 0.1 | -3.2% | . | -19.1
CC(C)C(=O)Nc1cccc(C(=O)Nc2ccc3c(c2)OCO3)c1 | -4.4% | . | -1.7% | -4.9 | -26.5 | 7.6% | 1.4 | -1.0% | 6.0% | 1.3
CC(C(=O)Nc1sc2c(c1C(=O)NCc1ccco1)CCCC2)N1C(=O)c2ccccc2C1=O (stereo not given) | -3.0% | 15.2% | -20.2% | 0.0 | 7.3 | 10.3% | 1.0 | -2.2% | 1.0% | 14.8
CN(C)C(CNC(C(=O)Nc1ccc([N+](=O)[O-])cc1Br)c1ccccc1)c1ccccc1 (stereo not given) | -6.0% | -1.7% | ? | 1.2 | -15.2 | -4.8% | -23.8 | -4.6% | -1.2% | -2.9
COc1ccc(CN(C(=O)/C=C/C(=O)c2ccc(OC)cc2O)C(C(=O)NC2CCCCC2)c2ccncc2)cc1 (stereo not given) | 2.1% | -3.5%[46.1 µM] | -5.4% | -5.3 | -0.1 | 1.7% | 0.1 | 4.1% | -0.7% | -2.0
O=C(NCCc1ccccc1)c1ccccc1NC(=O)C1CCCCC1C(=O)O (stereo not given) | -3.3% | . | ? | 4.0 | . | -1.1% | . | 3.1% | 0.0% | -1.3
Cc1cc(C(=O)Nc2ccc(C)c(S(=O)(=O)N3CCOCC3)c2)c2ccccc2n1 | 0.0% | . | -8.3% | . | -10.2 | . | 7.9 | -2.0% | . | 6.8
O=C(Nc1ccc(F)cc1F)c1cc2nc3c(c(C(F)(F)F)n2n1)CCCC3 | 0.0% | -1.9%[46.1 µM] | 2.6% | 2.8 | 20.1 | -8.1% | -5.1 | 9.7% | 0.0% | 2.8
COc1ccc(OC)c(C2NC(=O)NC(C)=C2C(=O)Nc2ccc(C)cc2)c1 (stereo not given) | -3.9% | -1.0% | 3.2% | 1.6 | 6.1 | 2.7% | 38.6 | 5.9% | 4.0% | -0.1
COc1ccc(CNC(=O)C2CCC(CNS(=O)(=O)c3cccs3)CC2)cc1 (stereo not given) | 0.2% | -2.8% | -0.2% | 0.6 | -4.8 | 5.4% | 6.4 | -1.3% | 7.2% | 9.4
COc1cc(C)c(S(=O)(=O)N2CCN(C)CC2)cc1C | 19.4% | -0.6% | -3.0% | 1.2 | -0.7 | -0.9% | 17.4 | 5.4% | -3.7% | 7.3
CCC(C)(C)NC(=O)C(c1ccc(OC)cc1)N(CCOC)C(=O)CCC(=O)Nc1nccs1 (stereo not given) | -14.0% | 0.5% | 0.9% | 1.1 | -2.8 | 3.5% | -7.0 | 0.5% | 2.9% | 24.0
Cc1ccc(/C=N/NC(=O)COc2ccc(Cl)c(C)c2)o1 | 0.0% | 2.2% | -0.6% | -11.0 | -4.9 | 6.3% | 4.3 | -3.0% | 2.2% | -1.2
O=C(NN1C(=O)/C(=C\c2ccc(O)c([N+](=O)[O-])c2)SC1=S)c1ccccc1Cl | 12.7% | 3.9% | ? | 7.7 | ? | 21.6% | 13.1 | -23.3% | -6.4% | -39.8
Cn1c(=O)c2c(ncn2CC(=O)Nc2nc(-c3ccc(F)c(F)c3)cs2)n(C)c1=O | -1.7% | -3.2% | -0.2% | 1.3 | -20.8 | 1.0% | -10.8 | -3.4% | 1.5% | -8.4
Cc1cc(NS(=O)(=O)c2ccc(NC(=O)Cc3ccc([N+](=O)[O-])cc3)cc2)no1 | 2.39µM* | 19.7% | -1.4% | 9.7 | 2.9 | -5.5% | 2.2 | 1.0% | 2.4% | 5.5
CCc1ccccc1NC1=NCC(=O)N1Cc1ccc(OC)cc1 | 0.0% | 2.7% | -1.2% | 2.1 | 32.7[activator] | 8.9% | -2.4 | 11.0% | 4.7% | 22.8
COC(=O)C1=C(NC(=O)CCCCl)CCS1 | 20.8% | -1.4%[46.1 µM] | -21.9% | 2.4 | -3.7 | 4.6% | -3.6 | 0.0% | 1.0% | 6.3
O=C(Cn1nc(Cc2cccnc2)c2ccccc2c1=O)Nc1ccccc1F | 1.9% | 5.8% | ? | 3.8 | 2.2 | 20.6% | 3.8 | ? | -2.4% | 4.0
CCOc1ccc(-c2cn[nH]c2N)cc1 | -0.6% | -1.1% | -7.8% | -2.3 | -1.2 | 3.4% | -16.9 | . | 0.5% | 8.3
CC(=O)C(C)Oc1cc(C)cc2oc(=O)c(C)c(C)c12 (stereo not given) | -0.5% | . | -1.6% | -1.3 | -8.6 | 0.2% | -1.1 | 7.0% | -2.0% | -16.3
CC(C)C1N=C2c3ccccc3N=C(SCC#N)N2C1=O (stereo not given) | 1.2% | 5.0% | -2.0% | 1.7 | 0.9 | -1.6% | 1.6 | -1.7% | 1.0% | 2.1
Cc1c([N+](=O)[O-])c(C(=O)NC2CCCC2)nn1C | -1.0% | -6.0% | 1.1% | 2.8 | 17.0 | -0.2% | -1.7 | 1.0% | -1.5% | 2.6
Cc1cc(C)nc(-n2nc(C)cc2NC(=O)CN2CCC(C)CC2)n1 | 1.5% | 11.8% | -1.8% | 1.0 | -22.4 | 0.7% | 1.3 | 7.5% | 6.6% | -3.7
O=C(NCCc1ccccc1)c1ccc2c(c1)S(=O)(=O)c1cc(Cl)ccc1C2=O | -4.4% | 2.1% | -2.0% | . | 6.2 | . | 10.5 | -8.6% | . | -16.2
Cc1ccccc1-c1nnc(SCC(=O)N(CC(C)C)c2c(N)n(CC(C)C)c(=O)[nH]c2=O)n1C | -0.5% | 1.6% | 0.6% | 0.8 | 1.9 | 2.7% | -16.9 | 2.7% | . | -6.0
CSc1cccc(N2CC(C(=O)N3CCN(S(=O)(=O)c4ccccc4Cl)CC3)CC2=O)c1 (stereo not given) | -1.0% | -2.6% | -4.1% | . | 13.5 | . | -16.3 | -2.1% | . | .

Ordered by number of heavy atoms (rising): 3 of the compounds above
SMILES | Tb PFK inh | TCR activator | Chronic BCR inh | FBPA coupling cs | Giardia kill | CXXC DNA block | KCNH2 WT inh | A-T KAP1 phos | GALK inh | TSHR antagonist
COc1ccc2c(c1)c(C(=O)OCCN(C)C)c(C)n2C | 8.7% | 1.8% | ? | -2.3 | -2.8 | 20.4% | -0.3 | 4.8% | -2.7% | 2.5
O=C(Nc1ccc(F)cc1F)c1cc2nc3c(c(C(F)(F)F)n2n1)CCCC3 | 0.0% | -1.9%[46.1 µM] | 2.6% | 2.8 | 20.1 | -8.1% | -5.1 | 9.7% | 0.0% | 2.8
CSc1cccc(N2CC(C(=O)N3CCN(S(=O)(=O)c4ccccc4Cl)CC3)CC2=O)c1 (stereo not given) | -1.0% | -2.6% | -4.1% | . | 13.5 | . | -16.3 | -2.1% | . | .
